# MLL CXXC-DNA inh – qHTS Fluorescence Polarization Assay for Inhibitors of MLL CXXC domain - DNA interaction; Histone-lysine N-methyltransferase 2A (Homo sapiens), Q03164; MLL-CXXC / FITC-HOXA9 DNA fluorescence polarization; Potency, µM (highest dose often 115 µM), for the others: top-dose activity change, negative = inhibition, hits mostly inhibitors; 290,000 compounds, 0.037% hits; active = well fitted inhibition curve with a large enough effect in the polarisation, with a control signal flat, not every such curve was filed as active; inconclusive = small, poorly fitted or top-dose-only effect, or effect the other way, or a change in a side signal; inactive = no such curve, though single readings can be large or run the other way; the % refers to the polarisation; note: potency is the fitted concentration of half-maximal effect
#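 Purified MLL-CXXC (added from a 7 uM solution) was preincubated 5 min at ambient with pinned compounds in 50 mM Tris-HCl pH 7.5, 50 mM NaCl, 1 mM DTT, 0.05% BSA. Fluorescein-labeled HOX-A9 DNA (50 nM solution) followed, 30 min, then polarization read.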
# TSHR antag – Antagonists of the Thyroid Stimulating Hormone Receptor: HTS campaign. TSHR-expressing cells, TSH-stimulated cAMP HTRF, 2 h; active compounds read low. activity change, negative = inhibition, % at 11.5 µM. 330,000 compounds, 0.2% hits. AID 504810, 2011;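 active = activity change below a set negative limit, meaning inhibition stronger than a set level, cut at about -70% in these data; inconclusive = activity change between two set negative limits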; note: % is set by controls: 0 for no effect and ±100 for the full control effect
#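 Antagonism was scored as loss of TSH-driven cAMP in TSHR cells, stimulated with 4nM TSH (EC80) for 2 hours at 37 deg C and detected by homogeneous HTRF competition immunoassay.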
# hERG WT inh – qHTS for Inhibitors of KCHN2 3.1: Wildtype qHTS | Voltage-gated inwardly rectifying potassium channel KCNH2 (Homo sapiens), Q12809 | U2OS, BacMam KCNH2, thallium flux FluxOr; active compounds read low | activity change, % at 1.84 µM | 340,000 compounds, 0.37% hits;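 active = maximum activity change below -70%; inconclusive = maximum activity change between -70% and -50%; inactive = maximum activity change above -50%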; note: % is set by controls: 0 for no effect and ±100 for the full control effect
#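 U2OS cells transduced with wild-type KCNH2 virus are loaded with FluxOr dye for 45 min, and thallium flux is measured in kinetic reads before and after stimulation buffer. Rate constants are normalized to DMSO controls.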
# AT treatment – qHTS Assay for Identifying a Potential Treatment of Ataxia-Telangiectasia | Potency, µM (top dose mostly 57.5 µM), inactives show top-dose activation, most hits filed as activators | 320,000 compounds, 0.19% hits | […] A-T fibroblasts, KAP-1 phosphorylation AlphaLISA; neocarzinostatin DNA damage 30 min before lysis; note: potency is the fitted concentration of half-maximal effect; % of control where 0% means no effect; nearly all actives have a fitted effect of over 45% in size
#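 ATM-like activity read as KAP-1 phosphorylation via AlphaLISA donor/acceptor antibody pairs after lysis and 6 hr at 25C. Cells were ATM-null patient fibroblasts ([…], hTERT), dosed 60 min, then exposed to the DSB inducer NCS for 30 min.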
# Chronic BCR inh – qHTS Assay to Find Inhibitors of Chronic Active B-Cell Receptor Signaling. 340,000 compounds, 0.05% hits. ABC-DLBCL IkBa-CBG/CBR reporter, luminescence ratio, 4 h. Potency, µM (top dose mostly 46.1 µM), without a hit: at the top dose ratio change, negative = lower green/red ratio, usual class: inhibitors; active = well fitted inhibition curve with a large enough effect in the signal ratio, with a control signal flat, not every such curve was filed as active; inconclusive = small, poorly fitted or top-dose-only effect, or effect the other way, or a change in a side signal; the % refers to the signal ratio;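 note: potency is the fitted concentration of half-maximal effect; plate controls were basal doxycycline-induced cells for no effect and cells given 10 µM MG132 for full effect; MG132 reads +100%, hits lower the ratio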
#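 Compounds up to 46 uM were incubated four hours with TMD8 cells whose green CBG68 luciferase is fused to IkappaBalpha; red CBR luminescence normalised the signal, and concentration-effect curves were fitted to fusion, red and ratio data.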
# GALK inhibitor – qHTS Assay for Inhibitors of Human Galactokinase (GALK) | P51570 | Purified GALK, Kinase-Glo residual ATP luminescence | Potency, µM (titrated, usually from 57.5 µM), for the others: at the top dose activity change, negative = inhibition, actives largely listed as inhibitors | 270,000 compounds, 0.007% hits; note: potency is the fitted concentration of half-maximal effect; % is set by controls: 0 for no effect and ±100 for the full control effect
# Target sequence (P51570 whole entry, looked up): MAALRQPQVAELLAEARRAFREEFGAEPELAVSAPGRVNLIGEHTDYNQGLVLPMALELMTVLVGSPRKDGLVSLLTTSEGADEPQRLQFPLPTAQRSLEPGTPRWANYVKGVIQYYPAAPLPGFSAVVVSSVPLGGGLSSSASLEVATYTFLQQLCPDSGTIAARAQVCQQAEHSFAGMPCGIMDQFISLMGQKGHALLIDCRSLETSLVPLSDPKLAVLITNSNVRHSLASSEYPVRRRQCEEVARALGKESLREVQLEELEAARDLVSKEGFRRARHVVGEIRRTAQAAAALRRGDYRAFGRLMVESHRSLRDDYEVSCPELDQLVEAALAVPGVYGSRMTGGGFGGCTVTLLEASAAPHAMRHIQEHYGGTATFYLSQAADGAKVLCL
#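 Human GALK (5 nM) with 35 uM ATP and 100 uM galactose in 20 mM HEPES pH 8.0, 5 mM MgCl2, 60 mM NaCl, 1 mM DTT, 0.01% BSA. After 1 h at room temperature, leftover ATP was read by Kinase-Glo Plus luminescence.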
# FBPA coupling cs – qHTS Assay for Inhibitors of Fructose-1,6-bisphosphate Aldolase from Giardia Lamblia: Coupling assay counterscreen; 290,000 compounds, 0.67% hits; activity change, negative = inhibition, % at 58.2 µM, hits read low; coupling enzyme system counterscreen, AmpLite Red fluorescence; AID 2472, 2010; in the data active = activity change below about -30%; note: % is set by controls: 0 for no effect and ±100 for the full control effect
#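 Counterscreen of the coupled detection system alone, without aldolase: glyceraldehyde-3-phosphate coupling enzymes plus AmpLite Red readout. Compounds at 57.5 uM final, 10 min RT preincubation, 20 min RT reaction, fluorescence 525/598 nm.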
# Giardia kill – Small Molecules that selectively kill Giardia lamblia: qHTS | AID 540267, 2011 | 340,000 compounds, 0.15% hits | Giardia lamblia trophozoite viability | activity change, % at 7.66 µM, hits read low; in the data active = activity change below about -80%; inconclusive = between about -30% and that limit;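 note: parasites exposed to compound for two days anaerobically before the ATP read; % is set by controls: 0 for no effect and ±100 for the full control effect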
#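 Viability, read as ATP luminescence: trophozoites at 100 cells/well, compound added, 48 hrs anaerobic at 37 deg C, then 15-30 min room-temperature development before reading.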
# TCR act – Activators of T cell receptors: qHTS campaign; primary human leukocytes, anti-CD3, IL-2 HTRF, 48 h; Potency, µM (series often up to 9.22 µM), for inactives: at the highest dose activation of IL-2 secretion, hits mostly activators; AID 504894, 2011; 330,000 tested, under 10 active; note: % of control where 0% means no effect
#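 Primary human leukocytes were stimulated with a-CD3 beads plus compounds for 48 hr without co-stimulation; secreted IL-2 was quantified by HTRF using a-IL-2-K (europium cryptate) and a-IL-2-d2, excited at 320nm with acceptor emission read at 665nm.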
# Tb PFK inh – qHTS Assay to Find Inhibitors of T. brucei phosphofructokinase. ATP-dependent 6-phosphofructokinase (Trypanosoma brucei brucei), O15648. T. brucei PFK, ADP-Glo luminescence. Potency, µM (highest dose often 57.5 µM), inactives show at the top dose activity, negative = inhibition, actives largely listed as inhibitors. 330,000 compounds, 0.17% hits;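 note: potency is the fitted concentration of half-maximal effect; 0% = uninhibited 1x PFK enzyme wells and -100% = no-enzyme wells; nearly all actives have a fitted effect of over 60% in size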
# Target sequence (O15648 whole entry, looked up): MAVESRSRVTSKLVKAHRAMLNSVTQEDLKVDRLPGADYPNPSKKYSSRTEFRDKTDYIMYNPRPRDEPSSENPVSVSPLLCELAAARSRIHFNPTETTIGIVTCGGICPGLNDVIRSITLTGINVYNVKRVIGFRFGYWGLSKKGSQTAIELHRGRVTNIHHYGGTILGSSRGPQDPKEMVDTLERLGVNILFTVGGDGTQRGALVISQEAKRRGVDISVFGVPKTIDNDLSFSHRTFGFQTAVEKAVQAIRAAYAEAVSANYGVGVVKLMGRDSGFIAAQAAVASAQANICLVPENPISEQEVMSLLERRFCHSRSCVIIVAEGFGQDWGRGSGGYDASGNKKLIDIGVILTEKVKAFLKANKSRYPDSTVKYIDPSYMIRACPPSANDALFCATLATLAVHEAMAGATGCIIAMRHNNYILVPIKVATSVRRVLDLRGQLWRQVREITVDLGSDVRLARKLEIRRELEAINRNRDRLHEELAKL
#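 Compounds were pin-transferred as a titration series up to 57 uM into substrate buffer (0.5 mM F6P, 0.1 mM ATP, pH 8.0), then 1.25 nM PFK was added and reactions ran 45 min before ADP-Glo detection.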
# * hit, by the source's call; ? = inconclusive; · = not tested or not shown; [ ] = remark or other dose. Unless noted, calls come from the whole dose curve; as a rule, active = well fitted curve in the direction sought with a large enough effect; inconclusive = small, poorly fitted or top-dose-only effect, or another doubt; inactive = no such curve, though single readings can be large; an effect the other way counts as inactive or inconclusive.
canonical_smiles,MLL CXXC-DNA inh,TSHR antag,hERG WT inh,AT treatment,Chronic BCR inh,GALK inhibitor,FBPA coupling cs,Giardia kill,TCR act,Tb PFK inh
COC(=O)C(C)Sc1ccc2nnc(CCNS(=O)(=O)c3ccccc3)n2n1 (configuration not stated),11%,1,-14,-3%,3%,3%,1,-2,-4%,-10%
C=CCn1c2ccccc2c2nnc(SCCCn3c(=O)[nH]c4ccccc43)nc21,-10%,-21,-6,-11%,?,0%,-1,-5,-60%,4%
Cc1cc(/C=N/n2cnnc2)c(C)n1-c1ccc(Cl)cc1Cl,-2%,12,15,1%,3%,-3%,1,3,·,7%
CCC(CO)Oc1cc(NC(=O)c2ccc(OC)cc2)c2ncn(C(C)C)c2c1 (configuration not stated),·,10,-21,-6%,-1%,·,·,8,-8%,-1%
COCCNC(=O)c1cnn2c(C(F)F)cc(-c3ccccc3)nc12,5%,4,-10,10%,1%,-1%,2,-5,3%,12%
Cc1noc(C)c1S(=O)(=O)N1CCCC(C(=O)NC2CCCCC2)C1 (configuration not stated),-5%,25,4,-2%,5%,-1%,1,-5,-9%,-3%
NC(=O)N/N=C/c1ccc(-c2ccc([N+](=O)[O-])cc2)o1,-12%,-6,0,14%,?,·,3,2,7%,3%
COc1ccc(NC(=O)C(=O)NCC(=O)Nc2cc(OC)ccc2OC)cc1,-6%,30,-5,-3%,5%,-7%,3,3,-1%,2%
Cc1ccc2c(c1)c1nnc(SCC(=O)NC3CC3)nc1n2C,1%,-1,·,4%,-6%,16%,0,·,·,1%
Cc1nnc(C)c2c(C)n(-c3ccc4ncccc4c3)c(C)c12,-4%,-2,4,7%,-13%,2%,-23,1,1%,-4%
O=C(NCC1CCCO1)c1ccc2c(c1)N(Cc1ccc(F)cc1)CCS2 (configuration not stated),14%,6,11,2%,10%,6%,-6,0,1%,0%
Cc1sc(NC(=S)NC(=O)C(C)(C)C)c(C(N)=O)c1C,-3%,-4,-23,-5%,15%,0%,·,-7,·,1%

# (further entries)
canonical_smiles,MLL CXXC-DNA inh,TSHR antag,hERG WT inh,AT treatment,Chronic BCR inh,GALK inhibitor,FBPA coupling cs,Giardia kill,TCR act,Tb PFK inh
Cc1cc(C)nc(NC(=O)CSc2nnnn2-c2ccccc2)n1,10%,2,1,7%,?,3%,0,-10,3%,-3%
CCNc1nc(SC(C(C)=O)C(C)=O)nc(N(C)C)n1,4%,8,0,10%,9%,-4%,3,-7,-2%,7%
COc1cc(C#N)ccc1OC(=O)C1CCN(C(=O)c2ccc(F)cc2)CC1,·,0,2,-8%,-8%,·,·,-2,3%,-1%
COc1ccc(S(=O)(=O)N2CCC(C(=O)N3CCOCC3)CC2)cc1,7%,-6,-4,·,-6%,-1%,4,-7,2%[46.1 µM],-10%
CNc1ccccc1C(=O)OCC(=O)N(CCOC)c1c(N)n(CC(C)C)c(=O)[nH]c1=O,·,3,1,25%,1%,·,·,12,-1%,7%
CSc1ccccc1OCc1cc(C(=O)N2CCC[C@H]2C(N)=O)no1,3%,-1,-33,2%,-18%,0%,2,22,2%,0%
CSC(=NNC(=O)c1ccc(O)cc1)SC,-1%,2,1,-2%,?,2%,6,22,-45%,-3%
CCCCCC(=O)Nc1ccc2ccccc2c1,-4%,-12,6,7%,?,-3%,-5,13,18%[46.1 µM],1%
Cc1cc(N)n(-c2ccc([N+](=O)[O-])cc2)n1,-1%,-1,2,-14%,-3%,9%,0,-29,1%,1%
C=CCN(CC(=O)NCC1CCCO1)C(=O)CCC(=O)Nc1cc(C)on1 (configuration not stated),13%,19,0,11%,-2%,4%,3,11,-7%,-3%
NC(=O)CCN1CCN(Cc2cn[nH]c2-c2cccc3ccccc23)CC1,4%,9,18,2%,-6%,0%,0,10,-1%,-2%
O=C(C[n+]1ccc(C(=O)N/N=C/c2ccc(O)cc2)cc1)c1ccccc1,-12%,4,-7,-2%,-9%,-2%,-11,-7,5%,2%

# More records:
canonical_smiles,MLL CXXC-DNA inh,TSHR antag,hERG WT inh,AT treatment,Chronic BCR inh,GALK inhibitor,FBPA coupling cs,Giardia kill,TCR act,Tb PFK inh
Cc1cccc(S(=O)(=O)NNC(=O)Cc2cccn2C)c1,7%,11,8,-15%,6%,8%,0,1,-4%,-2%
COc1cccc(CCc2nnc(CCC(=O)NC(C)c3c(C)nn(C)c3C)o2)c1 (configuration not stated),0%,-4,2,-6%,-8%,-3%,2,20,6%,-1%
CC1CCCC(C)N1C(=O)COC(=O)c1ccco1 (configuration not stated),·,0,4,-3%,2%,·,·,-18,-6%,-3%
CC(C)(C)C1CCC(=O)C(C2(O)C(=O)Nc3ccccc32)C1 (configuration not stated),7%,-2,-3,0%,-1%,-1%,0,-9,-1%,-6%
C/C(=C\C(=O)c1ccccc1)Nc1ccc(Br)c(Cl)c1,1%,-38,2,11%,?,-2%,·,2,-21%,-1%
O=C(NNC(=O)c1ccc2ccccc2c1O)NC1CCCCC1,7%,-2,-88*,-7%,2%,0%,13,19,-9%,3%
C/C(CC(=O)Nc1ccc(N(C)C)cc1)=N\NC(=O)Cc1csc(N)n1,-6%,8,-1,3%,2%,-5%,-32*,-13,0%[46.1 µM],1%
COc1cc(C2C3=C(CCCC3=O)Nc3[nH]n(-c4ccccc4)c(=O)c32)ccc1O (configuration not stated),-4%,50,4,-7%,-1%,8%,-15,11,-5%,0%
COCC(=O)N(CCc1ccc(OC)c(OC)c1)Cc1nc2ccccc2c(=O)[nH]1,-4%,0,11,6%,-1%,3%,3,25,-6%,3%
CCC1(c2ccc(F)cc2)NC(=O)N(CC(=O)NCc2ccc(C)cc2)C1=O (configuration not stated),8%,13,19,-3%,-6%,-1%,-3,10,3%,1%
Cc1cc(NC(=O)c2ccoc2C)ccc1Br,·,-9,-4,4%,2%,·,·,-7,5%,-7%
CC(C)c1onc(C(=O)Nc2cccc(O)c2)c1[N+](=O)[O-],2%,-1,-5,0%,-8%,4%,0,-1,-3%,-5%

# New compounds follow.
canonical_smiles,MLL CXXC-DNA inh,TSHR antag,hERG WT inh,AT treatment,Chronic BCR inh,GALK inhibitor,FBPA coupling cs,Giardia kill,TCR act,Tb PFK inh
Cc1nc2ccccc2c2oc(C(=O)N3CCN(c4ccc([N+](=O)[O-])cc4)CC3)cc12,0%,16,7,-5%,?,1%,2,-23,5%,-1%
CCc1ccc(C(=O)Nc2nc3ccccc3[nH]2)cc1,-8%,-8,-3,7%,?,6%,-2,-94*,1%,-11%
Cc1cccc(NC(=O)NCC(c2cccnc2)N2CCOCC2)c1 (configuration not stated),-1%,-6,-1,5%,1%,0%,-1,7,6%,-3%
COc1ccccc1Oc1ccc(N2CC(C(=O)OCC(=O)c3ccccc3)CC2=O)cc1 (configuration not stated),-4%,-2,-7,8%,-1%,7%,·,-15,-6%,-1%
CC1(CC(=O)N/N=C/c2ccc(-c3ccc(C(=O)O)cc3)o2)OCCO1,0%,-11,2,-4%,?,-2%,-3,-3,0%,9%
CN(Cc1ccccc1)C(=O)c1ccc(NC(=O)C2CCN(C(=O)OC(C)(C)C)CC2)cc1,·,-15,13,3%,4%,·,·,21,8%,3%
Cc1noc(C)c1COc1ccc(C(=O)N2CCC(C(N)=O)CC2)cc1,·,·,-5,-18%,0%,·,·,-2,3%,1%
O=C(CSc1n[nH]c(=O)n1-c1cccnc1)N1CCOCC1,-8%,17,-3,2%,-1%,·,5,4,1%,-20%
Cc1ccc(C(=O)O)cc1NC(=O)C1CCN(S(=O)(=O)c2ccc3c(c2)OCCO3)CC1,·,-8,-1,2%,-3%,·,·,15,8%,6%
CN(C(=O)Nc1ccc(Cl)cc1Cl)[C@H]1c2cc(Br)ccc2OC[C@H]1CO,8%,5,4,-3%,?,0%,3,12,1%,-5%
CC(C)c1ccc(C(C)NC(=S)NC2CCCCC2)cc1 (configuration not stated),-2%,-32,4,-8%,?,-3%,-1,-3,10%,-4%
COC(=O)c1[nH]c(C)c(/C(O)=C2\C(=O)C(=O)N(CCN3CCOCC3)C2c2ccc(C)o2)c1C (configuration not stated),-3%,-3,2,-4%,5%,1%,-2,-28,-2%,2%
Cc1ccc(-c2csc3nnc(SCC(=O)Nc4cccc(C)n4)n23)cc1,7%,2,-1,5%,11%,-2%,2,-5,-19%,-7%

# Screens as filed in PubChem BioAssay.
